Luciferase inh – Photinus pyralis luciferase inhibition; P08659; purified P. pyralis luciferase, luminescence, biochemical; Potency, µM (highest dose often 115 µM), for the others: at the highest dose activity change, negative = inhibition, usual class: inhibitors; 2.5% of 76,000 active; AID 1347043; further: potency means the concentration at half of the fitted maximal effect; nearly all actives have a fitted effect of over 65% in size
Target sequence (P08659 whole entry, looked up): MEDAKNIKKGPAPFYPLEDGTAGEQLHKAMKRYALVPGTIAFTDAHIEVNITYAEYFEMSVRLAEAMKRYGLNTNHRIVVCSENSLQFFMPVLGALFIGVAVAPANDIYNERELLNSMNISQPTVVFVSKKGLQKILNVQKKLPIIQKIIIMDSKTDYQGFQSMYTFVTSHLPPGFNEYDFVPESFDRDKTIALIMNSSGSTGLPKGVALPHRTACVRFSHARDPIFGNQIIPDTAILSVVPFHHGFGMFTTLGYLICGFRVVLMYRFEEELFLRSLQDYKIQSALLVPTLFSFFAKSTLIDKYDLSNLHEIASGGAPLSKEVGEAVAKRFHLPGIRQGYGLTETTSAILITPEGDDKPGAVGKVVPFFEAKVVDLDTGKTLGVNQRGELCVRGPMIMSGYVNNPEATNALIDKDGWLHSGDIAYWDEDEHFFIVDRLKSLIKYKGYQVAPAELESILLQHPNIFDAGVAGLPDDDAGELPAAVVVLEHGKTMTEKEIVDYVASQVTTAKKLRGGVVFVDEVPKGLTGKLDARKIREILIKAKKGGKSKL
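Purified P. pyralis luciferase (10nM final) in 50mM Tris acetate pH 7.5, 10mM Mg acetate, 0.01% Tween-20, 0.05% BSA with 10uM D-luciferin and 10uM ATP. Compounds titrated qHTS. Luminescence imaged on CCD.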
GPT2 inhibitor – blocks human glutamate pyruvate transaminase 2 | Q8TD30 | Recombinant GPT2, coupled pyruvate oxidase/HRP Amplex Red fluorescence | AID 1671188 | Potency, µM (top dose mostly 57.7 µM), for the others: at the highest dose activity change, negative = inhibition, usual class: inhibitors | 0.25% of 100,000 active; further: potency means the concentration at half of the fitted maximal effect; nearly all actives have a fitted effect of over 60% in size; many of its hits are not listed in these tables
Target sequence (Q8TD30 whole entry, looked up): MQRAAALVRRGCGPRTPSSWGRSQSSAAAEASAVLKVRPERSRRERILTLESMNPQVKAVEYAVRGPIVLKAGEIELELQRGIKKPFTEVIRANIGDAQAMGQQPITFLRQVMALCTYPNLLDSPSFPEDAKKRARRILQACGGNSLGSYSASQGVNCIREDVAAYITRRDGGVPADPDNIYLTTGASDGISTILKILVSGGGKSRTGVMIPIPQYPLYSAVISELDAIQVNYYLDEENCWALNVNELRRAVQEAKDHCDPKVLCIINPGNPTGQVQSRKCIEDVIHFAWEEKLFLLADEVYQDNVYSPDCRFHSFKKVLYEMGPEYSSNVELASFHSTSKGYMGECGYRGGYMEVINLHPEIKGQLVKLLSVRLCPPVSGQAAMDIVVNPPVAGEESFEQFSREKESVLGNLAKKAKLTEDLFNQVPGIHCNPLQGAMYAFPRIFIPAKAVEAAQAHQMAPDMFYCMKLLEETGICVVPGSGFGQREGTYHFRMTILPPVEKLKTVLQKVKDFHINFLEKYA
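Fluorescence of coupled pyruvate oxidase/HRP/Amplex Red system (50uM Amplex, 30 min, dark) reports pyruvate formed by GPT2. Enzyme reaction: 10ng/uL GPT2, 2mM L-alanine, 250uM a-KG, 30 min room temperature, pH 7.5; 50uM AOA control.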
SNCA expr inhib – inhibitors of alpha-synuclein (SNCA) gene expression | Potency, µM (titrated, usually from 57.2 µM), without a hit: top-dose activity change, negative = inhibition, most hits filed as inhibitors | 0.17% of 140,000 active | HEK-293 SNCA-luciferase knock-in, luminescence, 24 h | AID 1671194;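 further: potency means the concentration at half of the fitted maximal effect; plate controls were DMSO cells for no effect and cell-free wells for full effect; nearly all actives have a fitted effect of over 45% in size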
HEK293 tox – cytotoxic compounds in HEK 293 cells; HEK 293 viability, ATP luminescence (CellTiter-Glo), 48-72 h; Potency, µM (titrated, usually from 115 µM), without a hit: at the top dose activity change, negative = cytotoxicity, usual class: inhibitors; 6.6% of 94,000 active; further: potency means the concentration at half of the fitted maximal effect; nearly all actives have a fitted effect of over 60% in size
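ATP-coupled CellTiter-Glo luminescence served as viability read-out, recorded 10 min after reagent addition at room temperature. HEK 293 cells, 250 cells/well, had been incubated with pintool-transferred compound for 48 or 72 hr at 37 degree Celsius.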
HEK293 viab – counter-screen for SNCA expression inhibitors: cell viability; HEK-293-SNCA-luc viability, GF-AFC fluorescence, 24 h; Potency, µM (highest dose often 57.1 µM), for the others: at the highest dose activity change, negative = cytotoxicity, hits mostly cytotoxic; 0.12% of 150,000 active;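 further: potency means the concentration at half of the fitted maximal effect; 0% = DMSO-treated cells and -100% = medium-only wells without cells; nearly all actives have a fitted effect of over 30% in size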
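Cytotoxicity counterscreen: after 24 h compound treatment of genome-edited SNCA-luciferase HEK-293 cells, live-cell protease substrate GF-AFC read by fluorescence after 30 min; activity scaled between DMSO (0%) and medium-only (-100%), curves Hill-fitted.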
IP6K1 inhibitor – IP6K1 kinase inhibition. Q92551. IP6K1 kinase, ADP-Glo luminescence, 2 h; active compounds read low. activity change, % (series mostly up to about 58 µM). 0.81% of 140,000 active. AID 1645851; in the data active means activity change below about -25%
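ADP-Glo luminescence measures ADP made by human IP6K1 during a 2 h RT reaction with ATP/IP6 (mix at 1.3 mM/130 uM); top library doses 57.5 and 19.1 uM final.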
3T3 cytotox – kills NIH 3T3 cells | NIH 3T3 viability, CellTiter-Glo ATP luminescence, 48-72 h | AID 1345082 | 4.3% of 94,000 active | Potency, µM (titrated, usually from 96.7 µM), for the others: at the highest dose activity change, negative = cytotoxicity, usual class: inhibitors; further: potency means the concentration at half of the fitted maximal effect; nearly all actives have a fitted effect of over 55% in size
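ATP-dependent luminescence (CellTiter-Glo) served as the viability signal for NIH 3T3 cells treated with compound for 48 or 72 hr at 37 °C.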
Active calls of the source: *; i = inactive; ? = inconclusive; · = no result given; & = joins results of further samples; [ ] = remark or other dose. Unless noted, the call rests on the fitted dose curve; in most records, active means well fitted curve in the direction sought with a large enough effect; inconclusive means small, poorly fitted or top-dose-only effect, or another doubt; inactive means no such curve, though single readings can be large; an effect the other way counts as inactive or inconclusive. Unless noted, on the % scale 0 is the no-effect control and ±100 the full control effect. Only part of the results is shown; the hit share may differ from the screen's.

Letters – A = Luciferase inh; B = GPT2 inhibitor; C = SNCA expr inhib; D = HEK293 tox; E = HEK293 viab; F = IP6K1 inhibitor; G = 3T3 cytotox
CCC1(O)CCC2C3CCC4=CC(=O)CCC4C3CCC21CC (configuration not stated)
  A: ·	B: i	C: ·	D: ·	E: 10%	F: -18	G: ·
O=S1(=O)NC2(CCN(Cc3ccc(Cl)s3)C2)COc2ccncc21 (configuration not stated)
  A: ·	B: i	C: 13%	D: ?	E: -2%	F: 1	G: -6%
C[C@]12CCC(=O)C=C1CC[C@@H]1[C@@H]2CC[C@@]2(C)[C@H]1CC[C@]2(C)O
  A: ·	B: 2%	C: -29%[25.6 µM]	D: ·	E: 47%[23.9 µM]	F: 22	G: ·
Ic1ccccc1CNC1C2CCN(CC2)C1C(c1ccccc1)c1ccccc1 (configuration not stated)
  A: ·	B: -2%	C: ?	D: ·	E: 22µM*	F: ·	G: ·
CCCS(=O)(=O)N1[C@H]2CC[C@@H]1c1cnc(-c3ccc(F)cc3)nc1C2
  A: 0%	B: -11%	C: -5%	D: ?	E: 1%	F: 41	G: ?
CC(=O)OC[C@]12C[C@H](OC(C)=O)C(C)=C[C@H]1O[C@@H]1[C@H](O)[C@@H](O)[C@@]2(C)[C@]12CO2
  A: ·	B: i	C: ·	D: ·	E: ?	F: -5	G: ·
N#Cc1cccnc1N1CC2CCC(C1)N2CC(F)(F)F
  A: ·	B: -4%[88.5 µM]	C: 0%[87.6 µM]	D: -10%[172 µM]	E: 2%[87.6 µM]	F: 2	G: -11%[138 µM]
CC(=O)Nc1ccc2n(c1=O)C[C@H]1C[C@@H]2CN(C(=O)c2ccccn2)C1
  A: 2%[172 µM]	B: 5%[88.5 µM]	C: 3%[87.6 µM]	D: i	E: -6%[87.6 µM]	F: 5	G: i
CN(C)Cc1ccccc1-c1ccc2n(c1=O)C[C@H]1C[C@@H]2CN(C(=O)c2cnccn2)C1
  A: -3%[172 µM]	B: 5%[88.5 µM]	C: -5%[87.6 µM]	D: -4%[172 µM]	E: 1%[87.6 µM]	F: 3	G: 3%[174 µM]
O=C(CN1CCCC1=O)NCc1ccccc1C(F)(F)F
  A: 3%	B: i	C: 7%	D: 9%	E: -3%	F: 7	G: 4%
Cc1ccc(N=CN(C)C=Nc2ccc(C)cc2C)c(C)c1
  A: ·	B: 0%	C: 28%[25.6 µM]	D: ·	E: -15%[23.9 µM]	F: 34	G: ·
O=C(Cc1c(F)cccc1Cl)N1[C@H]2CC[C@@H]1c1cnc(-c3ccccc3)nc1C2
  A: 3%	B: i	C: -9%	D: ?	E: -5%	F: 13	G: ?
COC(=O)c1ccc(NC(=O)N2[C@H]3CC[C@@H]2c2cnc(C)nc2C3)cc1
  A: -12%	B: i	C: 2%	D: 4%	E: 13%	F: 18	G: -16%
C/C=C(\C)C(=O)OC1C(C)OC(OC2C(C)OC(OC3CCC4(C)C(=CCC5C4CCC4(C)C(C(C)OC6OC(COC7OC(CO)C(O)C(O)C7O)C(O)C(O)C6O)CCC54O)C3)CC2OC)C(O)C1OC (configuration not stated)
  A: ·	B: 1%[17.1 µM]	C: ·	D: ·	E: -7%[12.5 µM]	F: 12	G: ·
C/C=C(/C)C(=O)O[C@H]1[C@@H]2[C@H](C)C(=O)O[C@@H]2C[C@@H](C)[C@@H]2C=CC(=O)[C@]21C
  A: ·	B: ?	C: ·	D: ·	E: ?	F: 8	G: ·
COc1ccc(-c2cc([C@H]3CN4CC[C@H]3C[C@@H]4CNS(=O)(=O)c3cccs3)n(C)n2)cc1
  A: 8%	B: -12%	C: 8%	D: ?	E: -7%	F: -7	G: ?
CN(C(=O)Cc1ccccc1)C(CN1CCCC1)c1ccccc1 (configuration not stated)
  A: ·	B: -10%	C: ·	D: ·	E: -9%	F: 20	G: ·
CC(C)C(=O)N1CC[C@@H]2COCCN(Cc3cccnc3)[C@@H]2C1
  A: 9%	B: -4%	C: 129%[activator]	D: -3%	E: ?	F: 6	G: 5%
CCOC(=O)c1ccc(NC(=O)c2cccn(Cc3ccc(C)cc3)c2=O)cc1
  A: ·	B: ·	C: 41%[activator]	D: ·	E: 8%	F: 16	G: ·
COc1ccc2c(c1)/C(=C/c1cnc[nH]1)C(=O)N2
  A: ·	B: i	C: ?	D: ·	E: ?	F: ·	G: ·
COc1ccccc1NC(=O)N1C[C@@H]2C[C@H](C1)c1ccc(-c3ccccc3C)c(=O)n1C2
  A: -3%[172 µM]	B: -13%[88.5 µM]	C: 11%[87.6 µM]	D: -7%[172 µM]	E: -15%[87.6 µM]	F: 16	G: ?
Cc1noc(C)c1CC(=O)N1[C@H]2CC[C@@H]1c1cnc(-c3ccc(F)cc3)nc1C2
  A: -1%	B: i	C: -22%	D: ?	E: 2%	F: -3	G: ?
CC(C)c1nccc(CN2CCCC3(CNC(=O)O3)C2)n1 (configuration not stated)
  A: 1%	B: i	C: -4%	D: -7%	E: 0%	F: 3	G: i
Cc1ccc(-c2nc3ccc(C)cn3c2CC(=O)N(C)C)cc1
  A: ·	B: i	C: 13%[25.6 µM]	D: ·	E: 19%[23.9 µM]	F: 11	G: ·
CCCN1CC2ON=C(C(=O)O)C2C1 (configuration not stated)
  A: ·	B: 2%[88.5 µM]	C: 24%[87.6 µM]	D: i	E: 4%[87.6 µM]	F: 17	G: -7%[174 µM]
Cc1ccccc1OCC(=O)N1CCN(Cc2ccc(=O)n(C)c2)CC1
  A: -26%	B: ?	C: 21%	D: -20%	E: 0%	F: -2	G: -16%
CC=C(C)C(=O)O[C@H]1C(C)=C2[C@@H]3OC(=O)[C@@](C)(O)[C@@]3(O)[C@@H](OC(=O)CCC)C[C@](C)(OC(C)=O)[C@@H]2[C@@H]1OC(=O)CCCCCCC
  A: ·	B: -15%	C: -27%	D: ·	E: ?	F: ·	G: ·
CCCN1CCC[C@@H](c2cccc(O)c2)C1
  A: ·	B: 5%	C: -2%	D: ·	E: 4%	F: ·	G: ·
COC(C)(C)CCCC(C)C/C=C/C(C)=C/C(=O)OC(C)C (configuration not stated)
  A: ·	B: 2%	C: -14%[25.6 µM]	D: ·	E: -4%[23.9 µM]	F: 4	G: ·
Cn1cnc(S(=O)(=O)N2[C@H]3CC[C@@H]2c2cnc(-c4ccc(F)cc4)nc2C3)c1
  A: 0%	B: i	C: 15%	D: -6%	E: 9%	F: 11	G: i

Rewritten with two lines to a compound: part of the list above.
Below each compound – Luciferase inh, GPT2 inhibitor, SNCA expr inhib, HEK293 tox, HEK293 viab, IP6K1 inhibitor, 3T3 cytotox
CC=C(C)C(=O)O[C@H]1C(C)=C2[C@@H]3OC(=O)[C@@](C)(O)[C@@]3(O)[C@@H](OC(=O)CCC)C[C@](C)(OC(C)=O)[C@@H]2[C@@H]1OC(=O)CCCCCCC
  ·, -15%, -27%, ·, ?, ·, ·
CCCN1CCC[C@@H](c2cccc(O)c2)C1
  ·, 5%, -2%, ·, 4%, ·, ·
COC(C)(C)CCCC(C)C/C=C/C(C)=C/C(=O)OC(C)C (configuration not stated)
  ·, 2%, -14%[25.6 µM], ·, -4%[23.9 µM], 4, ·
Cn1cnc(S(=O)(=O)N2[C@H]3CC[C@@H]2c2cnc(-c4ccc(F)cc4)nc2C3)c1
  0%, i, 15%, -6%, 9%, 11, i

Next section
Letters – A = Luciferase inh; B = GPT2 inhibitor; C = SNCA expr inhib; D = HEK293 tox; E = HEK293 viab; F = IP6K1 inhibitor; G = 3T3 cytotox
CSCC(=O)N1C[C@@H]2C[C@H](C1)c1ccc(-c3ccccc3CN(C)C)c(=O)n1C2
  A: 1%[172 µM]	B: i	C: -25%[87.6 µM]	D: 2%[172 µM]	E: -1%[87.6 µM]	F: 10	G: -4%[174 µM]
CN1CCN2C(=O)N(c3ccccc3)C[C@H]2C1
  A: -6%[230 µM]	B: -5%[88.5 µM]	C: 12%[87.6 µM]	D: i	E: 4%[87.6 µM]	F: 5	G: i
O=C(CCc1c[nH]c2ccccc12)N1[C@H]2CC[C@@H]1c1cnc(-c3ccccc3)nc1C2
  A: 2%	B: -4%	C: 4%	D: -4%	E: -3%	F: 0	G: -10%
O=c1cccc2n1C[C@H]1C[C@@H]2CN(C[C@H]2CN3CC[C@H]2C[C@@H]3CNS(=O)(=O)c2cccs2)C1
  A: -12%	B: 1%	C: 7%	D: ?	E: -14%	F: -1	G: ?
CCCN(CCC)C1Cc2cc(OC)c(OC)cc2C1
  A: ·	B: -5%	C: -17%	D: ·	E: 1%	F: ·	G: ·
CCCS(=O)(=O)N1CC(COC)C2(CCNCC2)C1 (configuration not stated)
  A: -12%	B: i	C: -15%	D: -15%	E: 5%	F: 7	G: -2%
Cc1ccc(C(=O)N2CCC3(CC2)c2nccn2-c2ccccc2CN3C)c(C)c1
  A: 7%	B: i	C: 5%	D: -24%	E: 8%	F: 7	G: -6%
CCCNC(=O)OC[C@H]1C[C@@H]2CCN1C[C@@H]2c1cc(-c2ccc(F)cc2)nc(C)n1
  A: -8%[172 µM]	B: i	C: -29%[87.6 µM]	D: ?	E: 4%[87.6 µM]	F: 5	G: ?
O=C1NC2(CCN(Cc3ccncc3)C2)Oc2ccccc21 (configuration not stated)
  A: -2%[172 µM]	B: i	C: 23%[87.6 µM]	D: -13%[172 µM]	E: 8%[87.6 µM]	F: 24	G: -19%[138 µM]
CCN(CC)Cc1nccn1-c1ccc([N+](=O)[O-])cc1C(=O)c1ccccc1Cl
  A: ·	B: -4%	C: 5%[25.6 µM]	D: ·	E: 58%[23.9 µM]	F: -3	G: ·
CC1NCCOC1c1ccccc1 (configuration not stated)
  A: ·	B: 2%	C: -7%[25.6 µM]	D: ·	E: 15%[23.9 µM]	F: 17	G: ·
CC[C@H]1CN2CC[C@H]1C[C@@H]2COC(=O)Nc1cccc2ccccc12
  A: -15%[172 µM]	B: i	C: 9%[87.6 µM]	D: ?	E: 2%[87.6 µM]	F: 2	G: 50µM*
COc1cccc(NC(=O)Cn2cc(C(=O)c3ccccc3)c3ccccc32)c1
  A: ·	B: ·	C: ?	D: ·	E: ?	F: -4	G: ·
COc1ccc(Cl)cc1NC(=O)c1sc2nc3c(cc2c1N)N1CCC3CC1
  A: ·	B: ·	C: -1%	D: ·	E: 2%	F: -13	G: ·
c1cnc2nc(C3CCCNC3)[nH]c2c1 (configuration not stated)
  A: -7%[230 µM]	B: 4%[88.5 µM]	C: -11%&-1%[87.6 µM]	D: ?	E: 2%&-3%[87.6 µM]	F: 3&-8	G: -15%&-3%[174 µM]
COc1cc2c(cc1-c1cccnc1OC)NC(=O)C21CCN(C(C)=O)CC1
  A: -2%[172 µM]	B: i	C: 41%[activator][87.6 µM]	D: -31%[172 µM]	E: 7%[87.6 µM]	F: 19	G: ?
